Bioassay records: PubChem, several laboratories
TROY NFkB inh – blocks TROY-dependent signaling in reporter cells | Q293 LMP1-TROYcd NF-kB luciferase reporter, 4 h | inhibition, % at 10 µM | 0.98% of 360,000 active | AID 1347056;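 active means compounds whose plate-normalised and pattern-corrected inhibition of the luciferase reporter signal at the single screening dose is 50% or more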
NR5A2 inv ag – NR5A2 inverse agonism in reporter assay. O00482. HEK293T StAR-luciferase reporter, LRH-1 transfected, 24 h. inhibition, % at 3.6 µM. 0.13% of 360,000 active. AID 602396;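 active means inhibition above the mean inhibition of all tested compounds plus 3 SD, cut at about 73% in these data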;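 further: 0% = DMSO wells and 100% = reporter-only cells lacking LRH-1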
NCOA3 inh – human NCOA3 inhibition; AID 588352; Q9Y6Q9; HEK293 GAL4-SRC3 luciferase reporter, luminescence; inhibition, % at 3.6 µM; 0.17% of 360,000 active;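 active means inhibition above a per-campaign cutoff, the mean of all compounds plus 3 SD, cut at about 60% in these data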;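 further: 0% = DMSO-treated cells and 100% = gossypol-treated cells at 36 µM; higher means less SRC3-driven luciferase light from the GAL4 reporter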
SRC1 inh – human NCOA1 inhibition | 0.12% of 360,000 active | AID 588354 | inhibition, % at 3.6 µM | HEK293 GAL4-SRC1 luciferase reporter, luminescence;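 active means inhibition above the campaign mean plus 3 SD, with each screening campaign given its own cutoff, cut at about 60% in these data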;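 further: 0% = DMSO treated cells and 100% = gossypol at 36 µM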
NOD2 RIPK2 PPI – inhibitors of human NOD2-RIPK2 interaction; 0.38% of 360,000 active; CHO BLA complementation NOD2-RIPK2, CCF4 ratio; inhibition, % at 4.98 µM; in the data active means inhibition above about 21%;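 further: 0% = vehicle only and 100% = reference blocker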
SRC2 inh – human SRC2 (NCOA2) inhibition | HEK293 GAL4-SRC2 luciferase reporter, luminescence | inhibition, % at 9 µM | Q15596 | 0.17% of 370,000 active;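 active means inhibition above the mean inhibition of all tested compounds plus 3 SD, set per campaign, cut at about 52% in these data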;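 further: 0% = DMSO treated cells and 100% = cells given Gossypol at 36 µM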
Target sequence (Q15596 whole entry, looked up, the tested form may be a part): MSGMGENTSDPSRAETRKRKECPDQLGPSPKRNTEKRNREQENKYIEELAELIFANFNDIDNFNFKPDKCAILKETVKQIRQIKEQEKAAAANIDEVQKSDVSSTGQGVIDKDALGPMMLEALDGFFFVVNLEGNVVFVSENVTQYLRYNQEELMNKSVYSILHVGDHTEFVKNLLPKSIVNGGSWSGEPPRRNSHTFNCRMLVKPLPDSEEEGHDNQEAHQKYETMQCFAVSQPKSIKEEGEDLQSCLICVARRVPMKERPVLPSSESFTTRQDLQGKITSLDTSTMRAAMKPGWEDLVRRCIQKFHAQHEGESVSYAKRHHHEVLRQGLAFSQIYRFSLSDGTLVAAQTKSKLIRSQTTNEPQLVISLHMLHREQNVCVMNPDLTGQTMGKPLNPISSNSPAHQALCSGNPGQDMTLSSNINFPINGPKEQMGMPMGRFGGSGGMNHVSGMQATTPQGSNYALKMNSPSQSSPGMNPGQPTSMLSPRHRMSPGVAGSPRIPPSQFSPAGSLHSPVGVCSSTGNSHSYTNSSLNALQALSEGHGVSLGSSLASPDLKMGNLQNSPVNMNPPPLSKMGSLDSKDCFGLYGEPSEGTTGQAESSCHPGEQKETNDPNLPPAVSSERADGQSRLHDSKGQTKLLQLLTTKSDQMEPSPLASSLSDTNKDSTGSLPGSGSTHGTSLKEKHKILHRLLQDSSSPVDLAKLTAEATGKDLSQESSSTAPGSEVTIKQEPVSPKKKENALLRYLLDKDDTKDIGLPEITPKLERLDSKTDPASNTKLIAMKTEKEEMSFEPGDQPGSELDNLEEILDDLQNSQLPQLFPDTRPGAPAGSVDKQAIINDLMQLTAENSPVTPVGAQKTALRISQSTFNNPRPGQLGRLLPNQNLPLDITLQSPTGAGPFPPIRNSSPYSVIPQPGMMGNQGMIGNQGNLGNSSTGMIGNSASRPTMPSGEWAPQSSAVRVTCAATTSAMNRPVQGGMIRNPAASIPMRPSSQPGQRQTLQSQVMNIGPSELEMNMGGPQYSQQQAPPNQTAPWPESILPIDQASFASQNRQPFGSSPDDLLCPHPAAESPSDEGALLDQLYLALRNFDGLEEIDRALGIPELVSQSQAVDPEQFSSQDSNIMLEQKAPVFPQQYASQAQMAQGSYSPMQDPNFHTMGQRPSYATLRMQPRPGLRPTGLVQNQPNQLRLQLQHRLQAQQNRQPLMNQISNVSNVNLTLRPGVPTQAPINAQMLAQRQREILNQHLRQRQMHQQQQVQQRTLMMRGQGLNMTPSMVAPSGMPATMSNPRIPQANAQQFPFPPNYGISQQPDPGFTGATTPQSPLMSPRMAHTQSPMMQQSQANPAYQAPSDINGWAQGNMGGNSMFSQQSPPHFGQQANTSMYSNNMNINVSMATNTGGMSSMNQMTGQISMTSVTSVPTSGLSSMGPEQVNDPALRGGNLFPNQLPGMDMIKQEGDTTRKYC
EBV LMP1 NFkB – inhibitors of Epstein-Barr LMP1-induced NF-kappaB reporter; LMP1-induced NF-kappaB luciferase reporter cells, luminescence; inhibition, % at 12.5 µM; 0.69% of 350,000 active; AID 504558; in the data active means inhibition above about 41%;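 further: 0% = neutral control wells and 100% = reference inhibitor control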
C8 TRAIL sens – sensitizes caspase-8 expressing cells to TRAIL. NB7+C8 cells + TRAIL, ATPlite viability luminescence. inhibition (viability loss, TRAIL sensitization), % at 10 µM. 1% of 360,000 active. AID 624354;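 active means compounds causing at least 50% loss of cell viability in the single-dose screen, relative to plate controls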
TLR9-MyD88 block – inhibitors of human TLR9-MyD88 binding; 0.21% of 340,000 active; Q9NR96+Q99836; CHO BLA complementation TLR9-MyD88, CCF4 FRET ratio; inhibition, % at 4.98 µM;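 active means inhibition above the mean over all tested compounds plus 3 SD, cut at about 21% in these data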;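 further: 0% = DMSO only wells and 100% = clavulanate BLA inhibitor control wells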
COUP-TFII inh – blocks human COUP-TFII nuclear receptor. P24468. HEK293T NGFI-A luciferase reporter, luminescence. inhibition, % at 8.6 µM. 0.7% of 370,000 active;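 active means inhibition above a per-plate cutoff, mean inhibition of test wells between control levels plus 3 SD, cut at about 38% in these data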;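 further: cells cotransfected with COUP-TFII expression vector driving the NGFI-A reporter; 0% = median of COUP-TF2 test wells and 100% = reporter-only cells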
TWEAK-Fn14 inh – TWEAK-Fn14 signaling inhibition; TWEAK-stimulated Fn14 reporter cells, luciferase luminescence, 8 h; inhibition, % at 10 µM; 2% of 360,000 active; in the data active means inhibition above about 50%
The depositor's hits bear a star; . = no result given.

SMILES	TROY NFkB inh	NR5A2 inv ag	NCOA3 inh	SRC1 inh	NOD2 RIPK2 PPI	SRC2 inh	EBV LMP1 NFkB	C8 TRAIL sens	TLR9-MyD88 block	COUP-TFII inh	TWEAK-Fn14 inh
Cc1nc(NC(=O)CN2CCN(c3ccccc3F)CC2)sc1C(=O)N(C)C	-6	11	8	7	0	14	20	0	-3	1	4
CC(OC(=O)CCN1C(=O)C2CC=CCC2C1=O)C(=O)Nc1cccc(C#N)c1 (stereo unspecified)	11	-30	18	-1	-1	-22	17	-10	6	-10	5
Cc1ccc(S(=O)(=O)N2CCC(C(N)=O)CC2)c(C)c1C	-1	14	10	23	-7	4	-8	2	9	-9	7
O=C(Nc1cccc(Cl)c1)c1csc([C@@H]2O[C@H](CO)[C@H](O)[C@H](O)[C@H]2O)n1	-2	5	12	-3	3	6	.	7	.	-1	2
c1ccc2c(-n3cnnn3)cccc2c1	11	3	-1	2	-11	10	10	0	3	-24	-5
O=C(Nc1ccc(N2CCCC2=O)cc1)c1cncc(Br)c1	0	0	3	-28	-8	15	-3	-21	1	-4	50*
CC(C)[C@@H]1Cc2[nH][nH]c(=O)c2[C@H](C)O1	-18	16	.	.	-6	4	.	-9	.	5	6
O=C(CSc1ncccn1)Nc1cc(Cl)ccc1[N+](=O)[O-]	15	-5	5	-11	-10	-14	0	-2	-9	-28	12
Cc1cc2[nH]c(=O)c(=O)[nH]c2cc1S(=O)(=O)N(C)C1CCCCC1	14	23	-8	4	-11	23	-3	-15	3	-8	13
COc1cc(C)c(Br)cc1S(=O)(=O)NCc1cccs1	-4	-8	2	6	2	37	5	6	-3	-13	-8
COC(=O)[C@@H]1C[C@H]2CC[C@H](O)C[C@H]2N1Cc1ccc(C)s1	-7	-13	-7	-9	-9	-12	-2	-13	-14	-16	10
C=CC[C@H](CC(=O)NCCO)C(=O)NC[C@@H](OC(=O)[C@@H](CC=C)CC(=O)OC(C)(C)C)c1ccccc1	-19	20	24	0	1	0	-3	-19	2	0	-19
COc1ccccc1N1C[C@@H]2C[C@@H](c3ccco3)N3CCC[C@@]23C1=O	-20	-17	-13	-7	-1	7	1	-4	-20	-6	-21
CN(C(=O)CSc1nc2c(c(=O)[nH]1)CCC2)c1ccccc1	0	2	-8	4	-4	-11	-2	1	5	-4	5
CCC(c1nnnn1C(C)(C)C)N1CCN(C(=O)c2ccco2)CC1 (stereo unspecified)	12	-15	-6	2	0	-19	6	-8	-3	-3	1
CCOC(=O)Nc1nc2ccc(Cn3cccc3)cc2[nH]1	-18	-58	-55	-82	-8	-66	0	18	-1	-64	-3
COc1ccc2c(c1OC)C(=O)OC2CC(=O)c1ccc(N(C)C)cc1 (stereo unspecified)	1	-8	19	-1	-4	-7	5	-2	8	-11	14
O=C(CSc1nnc(-c2ccco2)o1)NC(=O)Cc1ccccc1	-5	-9	-15	-1	6	-22	2	-8	-24	-3	10
O=C1NC(=O)C(Cc2ccccc2)(c2ccccc2)N1 (stereo unspecified)	-1	16	-18	-12	1	9	-5	-6	-1	8	-2
O=C(Nc1ccc(Cl)c(Cl)c1)Nc1ccccc1NS(=O)(=O)c1cccs1	33	-7	6	7	-2	2	1	0	-6	7	-11
C[C@H](CO)N1C[C@H](C)[C@@H](CN(C)S(=O)(=O)c2ccc(Oc3ccccc3)nc2)OCc2cn(nn2)CCCC1=O	-15	17	4	-26	-7	-4	-6	9	-12	0	1
Nc1ccc2nc(Cc3ccccc3)[nH]c2c1	-11	-12	1	-18	-7	-25	-5	5	2	0	2
COc1ccc(N2CCN(C(=O)c3ccc4ccccc4n3)CC2)cc1	6	-13	-1	-18	-1	11	-2	8	0	6	16
Nn1c(-c2ccccc2)nc2ccccc2c1=O	4	-3	-11	-9	-11	6	-1	-7	-5	7	4
Cc1nc(SCC(=O)Nc2ccc3c(c2)OCCO3)c2oc3ccccc3c2n1	2	-7	-11	6	-3	2	10	-17	-5	7	-14
CC(=O)Nc1ccc(S(=O)(=O)NCCSCc2c(Cl)cccc2Cl)cc1	22	0	-3	17	-9	17	11	-3	1	7	1
Cc1ccc(NS(=O)(=O)c2c(C(=O)N3CCCCCC3)c(C)n(C)c2C)cc1C	12	-20	-3	13	1	17	-8	-4	-28	16	-10
COCCN(C(=O)Cc1cccs1)C(C(=O)NCc1ccc(OC)cc1)c1ccccc1 (stereo unspecified)	-6	6	9	-7	-5	-26	-7	-6	7	21	-4
CCOc1ccc(C2/C(=C(\O)c3ccc4c(c3)OCCO4)C(=O)C(=O)N2CCN2CCOCC2)cc1OC (stereo unspecified)	-9	-6	2	-25	-8	-8	0	11	-8	9	20
Cc1nnc(NC(=O)CSc2ccc3nnc(-c4ccccn4)n3n2)s1	-8	19	-6	-2	-5	10	0	4	-2	9	16
CCCCc1c(Cc2cccc(F)c2)ncn1CCc1ccccc1OC	16	-18	.	.	0	4	.	22	.	5	-9
Cc1cc(C)c2c(N)c(C(=O)N/N=C/c3ccccc3)sc2n1	-59	-24	-48	-48	0	-53	-29	-11	1	-33	0
O=C(CCc1ccccc1)Nc1nc2nc(-c3ccccc3)cc(=O)n2[nH]1	3	10	-1	-2	-3	20	-7	-7	4	3	3
CC1CCCN(c2nc3c(c(=O)[nH]c(=O)n3C)n2Cc2ccccc2Cl)C1 (stereo unspecified)	4	12	5	2	-7	-2	12	-3	8	2	-7
CCN(CC)C(=O)CSc1nc(N)c(-c2ccccc2)c(=O)[nH]1	8	1	8	1	8	-26	-6	-1	-4	-15	-4
COc1ccc2c(c1)Cc1sc(NC(=O)c3ccco3)nc1-2	-5	-158	-69	-128	2	-60	-25	-12	9	-21	-3
O=C(C1CCCCN1S(=O)(=O)c1ccccc1[N+](=O)[O-])N1CCCC1 (stereo unspecified)	-32	9	11	14	-12	-6	-3	-5	4	7	11
O=C(c1cn(-c2ccccc2)nc1-c1cccnc1)N1CCN(S(=O)(=O)c2cccc(F)c2)CC1	4	-18	7	-20	-11	-28	-1	6	-3	-1	-14
CN/C=C1\C(=O)C(C)(C)Oc2ccc3ccc(=O)oc3c21	-21	-14	17	-7	-5	3	1	-3	-5	3	11
Cc1cc(OCc2cccc(S(=O)(=O)N3CCOCC3)c2)ccc1Cl	11	-6	15	10	-39	28	-12	-11	0	14	-23
CCOC(=O)c1c(C)nc2ccccc2c1-c1ccccc1	17	-1	21	-5	-8	13	1	-5	5	11	-18
Cn1c(=O)c2c(ncn2CC(=O)N2CCN(S(=O)(=O)c3ccc(F)cc3)CC2)n(C)c1=O	-17	-11	-2	-5	-1	-2	-9	6	-19	0	8
CCOC(=O)N1CCN(CC(O)COc2ccccc2C(C)C)CC1 (stereo unspecified)	-18	-14	-7	-2	2	5	8	-4	-12	2	-6
COC(=O)c1cc(S(=O)(=O)N(C)C2CCCCC2)oc1C	-14	14	9	1	6	4	.	-8	.	1	20
CC1CCN(CCNC(=O)C2CCN(S(=O)(=O)c3cccc4nsnc34)CC2)CC1	1	13	-11	1	-5	2	-2	-14	-6	-3	6
C/C(CC(=O)Nc1cccc(Cl)c1C)=N\NC(=O)C(=O)NCC(C)C	11	10	16	-12	0	-16	3	2	-14	0	-6

In the list so far, seven contain a Cl atom.
SMILES	TROY NFkB inh	NR5A2 inv ag	NCOA3 inh	SRC1 inh	NOD2 RIPK2 PPI	SRC2 inh	EBV LMP1 NFkB	C8 TRAIL sens	TLR9-MyD88 block	COUP-TFII inh	TWEAK-Fn14 inh
O=C(Nc1cccc(Cl)c1)c1csc([C@@H]2O[C@H](CO)[C@H](O)[C@H](O)[C@H]2O)n1	-2	5	12	-3	3	6	.	7	.	-1	2
O=C(CSc1ncccn1)Nc1cc(Cl)ccc1[N+](=O)[O-]	15	-5	5	-11	-10	-14	0	-2	-9	-28	12
O=C(Nc1ccc(Cl)c(Cl)c1)Nc1ccccc1NS(=O)(=O)c1cccs1	33	-7	6	7	-2	2	1	0	-6	7	-11
CC(=O)Nc1ccc(S(=O)(=O)NCCSCc2c(Cl)cccc2Cl)cc1	22	0	-3	17	-9	17	11	-3	1	7	1
CC1CCCN(c2nc3c(c(=O)[nH]c(=O)n3C)n2Cc2ccccc2Cl)C1 (stereo unspecified)	4	12	5	2	-7	-2	12	-3	8	2	-7
Cc1cc(OCc2cccc(S(=O)(=O)N3CCOCC3)c2)ccc1Cl	11	-6	15	10	-39	28	-12	-11	0	14	-23
C/C(CC(=O)Nc1cccc(Cl)c1C)=N\NC(=O)C(=O)NCC(C)C	11	10	16	-12	0	-16	3	2	-14	0	-6

Not all compounds are listed, so the mix of outcomes need not match the whole.
